Large T inhibition = SV40 large T antigen inhibitors, biochemical (AID 1903) | SV40 large T antigen ATPase/helicase inhibition assay; higher % means a stronger effect | 310,000 compounds, 0.39% hits | inhibition, % at 20 µM; hits with a dose series show IC50 in µM; in the data active means a potency from the dose series; further: strong numbers were not always called active
human PMI inhibitors = human PMI inhibitors, high substrate, primary screen, biochemical, fluorescence intensity, high mannose 6-phosphate (AID 1220); Mannose-6-phosphate isomerase (Homo sapiens); recombinant PMI enzyme, coupled fluorescence intensity; higher % means a stronger effect; inhibition, % at 20 µM; hits with a dose series show IC50 in µM; 190,000 compounds, 0.66% hits
West Nile virus CPE = West Nile virus antiviral activity, cell-based, CPE readout (AID 1621). West Nile virus-infected cells, CPE inhibition; higher % means a stronger effect. CPE inhibition, % at 10 µM, or IC50 in µM where a hit was titrated. 290,000 compounds, 0.02% hits; in the data active means a potency from the dose series; further: strong numbers were not always called active
ER stress rescue = rescue of cells from ER stress-induced death, primary screen, 384-well, CSM14.1, thapsigargin, ATP luminescence (AID 1222) | CSM14.1 thapsigargin-induced death rescue, ATP luminescence; higher % means a stronger effect | one-dose cellular ATP content (survival), % at 20 µM; EC50 in µM for titrated hits | 190,000 tested, under 10 active;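 active means EC50 below 50 µM in the dose-response confirmation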;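 further: death triggered by thapsigargin at about 15 µM added after 2 h compound pretreatment; cell ATP read after overnight thapsigargin exposure of roughly 18 to 22 hours; normalized against plate controls of thapsigargin alone and 5% DMSO vehicle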
RSV CPE inhibition = RSV antiviral activity via CPE protection, HEp-2 cells, primary 10 µM value included (AID 2391). one-dose CPE inhibition, % at 10 µM; IC50 in µM for titrated hits. 310,000 compounds, 0.13% hits. HEp-2 cells, RSV-induced CPE inhibition; higher % means a stronger effect; in the data active means a potency from the dose series; further: strong numbers were not always called active
Salmonella PhoP GFP = inhibitors of PhoP regulon expression, primary screen, Salmonella Typhimurium, GFP reporter (AID 1863) | S. Typhimurium PhoP-regulated promoter GFP reporter, 4 h; higher % means a stronger effect | one-dose inhibition, % at 50 µM; IC50 in µM for titrated hits | 300,000 compounds, 0.16% hits;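 active means inhibition over 29.93%, a cutoff 3 SD above the screen mean, later confirmed by dose response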;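 further: 0% = low Mg2+ inducing control and 100% = high Mg2+ repressing control; strong numbers were not always called active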
TNAP activators = human TNAP enzyme activators, primary screen, biochemical, luminescent, no phosphate acceptor, uHTS (AID 1001) | Alkaline phosphatase, tissue-nonspecific isozyme (Homo sapiens) | purified TNAP, luminescent activation assay, no phosphate acceptor; higher activation fold means a stronger effect | activation fold at 20 µM; hits with a dose series show EC50 in µM | 200,000 compounds, 0.03% hits; in the data active means activation fold from about 3, or a potency from the dose series; inactive means the rest, 99 in 100 with activation fold below about 1.6; further: many of its hits are not listed in these tables
PMI inhibitors = inhibitors of human PMI, primary screen, biochemical, fluorescence intensity, coupled assay (AID 1209). 190,000 compounds, 0.42% hits. inhibition, % at 20 µM, or IC50 in µM where a hit was titrated. Mannose-6-phosphate isomerase (Homo sapiens). purified PMI enzyme, coupled fluorescence intensity; higher % means a stronger effect;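 further: plate controls were DMSO vehicle for no effect and wells lacking substrate for full effect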
Insulin prom up = insulin promoter activators in MIN6 cells, imaging, high-content screening, mouse beta cells; AID 1625, 2009; MIN6 insulin promoter-GFP reporter; hits give high values; 190,000 compounds, 0.3% hits; z-score at 5 µM;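 active means z-score above 3 at 5 µM with at least 500 cells counted in the well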
Insulin prom up cell count = second read-out of Insulin prom up, no call of its own (marks repeat the call); cell count; measured here: cytotoxicity, nuclei count;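 total cells summed across four imaged fields per well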
* marks the source's active call; other numbers are inactive results. Unless noted, no stated cut-off is given here; in the data, active means inhibition above about 50%; inactive means the rest.

What do the screens show for `CCOC(=O)CNc1ncc([N+](=O)[O-])cc1C#N`?
Large T inhibition: 2%; human PMI inhibitors: 0%; West Nile virus CPE: -0.3%; ER stress rescue: 0.1%; RSV CPE inhibition: 0.0%; Salmonella PhoP GFP: 3%; TNAP activators: 1; PMI inhibitors: 2%; Insulin prom up: -0.06; Insulin prom up cell count: 1506

Results for O=C(NCCc1cccc(Cl)c1)c1ccc(Cl)c([N+](=O)[O-])c1 ?
Large T inhibition: 4%; human PMI inhibitors: 0%; West Nile virus CPE: -0.3%; ER stress rescue: -1.6%; RSV CPE inhibition: 1.0%; Salmonella PhoP GFP: -9%; TNAP activators: 1.1; PMI inhibitors: 6%; Insulin prom up: 0.21; Insulin prom up cell count: 1547

Results for O=C(CSc1nc(-c2ccccc2)cc(C(F)(F)F)n1)NCCN1CCOCC1 ?
Large T inhibition: -2%; human PMI inhibitors: 4%; West Nile virus CPE: -0.4%; ER stress rescue: -1.0%; RSV CPE inhibition: 0.7%; Salmonella PhoP GFP: 13%; TNAP activators: 1.1; PMI inhibitors: 11%

How did O=C1Nc2ccccc2C(=O)N2[C@H](c3ccccc3)[C@@H]3C(=O)N(Cc4ccccc4)C(=O)[C@@H]3[C@H]12 do in these assays?
Large T inhibition: 10%; West Nile virus CPE: -0.8%; RSV CPE inhibition: 0.6%; Salmonella PhoP GFP: 9%

What do the screens show for `COC(=O)c1c(C)oc(C)c1S(=O)(=O)NC(c1ccccc1)c1ccccc1`?
Large T inhibition: 0%; West Nile virus CPE: -0.4%; RSV CPE inhibition: 3.3%; Salmonella PhoP GFP: -4%; Insulin prom up: -0.79; Insulin prom up cell count: 967

What do the screens show for `CCOC(=O)c1ccc(OCc2c(C)noc2C)cc1`?
Large T inhibition: 1%; human PMI inhibitors: 1%; West Nile virus CPE: 0.0%; ER stress rescue: -0.3%; RSV CPE inhibition: 2.8%; Salmonella PhoP GFP: -11%; TNAP activators: 1.2; PMI inhibitors: 1%; Insulin prom up: 0.24; Insulin prom up cell count: 847

What do the screens show for `COc1ccccc1-c1nnc2sc(-c3cc4ccccc4o3)nn12`?
Large T inhibition: 10%; human PMI inhibitors: 8%; ER stress rescue: -1.3%; RSV CPE inhibition: 5.3%; Salmonella PhoP GFP: -3%; TNAP activators: 1; PMI inhibitors: 1%; Insulin prom up: -0.19; Insulin prom up cell count: 839

How did COc1ccc(-c2ccc(C(=S)N3CCN(C(C)=O)CC3)o2)cc1 do in these assays?
Large T inhibition: 13%; human PMI inhibitors: 34%; West Nile virus CPE: -0.1%; ER stress rescue: -1.7%; RSV CPE inhibition: 1.2%; Salmonella PhoP GFP: 15%; TNAP activators: 1.1; PMI inhibitors: 62%*; Insulin prom up: 0.7; Insulin prom up cell count: 1181

What do the screens show for `CC(=O)c1sc(Nc2ccc(C)cc2)nc1C`?
Large T inhibition: 12%; human PMI inhibitors: 9%; West Nile virus CPE: 0.2%; ER stress rescue: 28%; RSV CPE inhibition: 0.3%; Salmonella PhoP GFP: -2%; TNAP activators: 1.1; PMI inhibitors: -14%; Insulin prom up: 0.46; Insulin prom up cell count: 1288

How did COc1ccccc1NC(=O)CSc1nnc(-c2ccoc2C)n1CCc1ccccc1 do in these assays?
Large T inhibition: 4%; human PMI inhibitors: 8%; West Nile virus CPE: 0.2%; ER stress rescue: 3.2%; RSV CPE inhibition: 3.4%; Salmonella PhoP GFP: 0%; TNAP activators: 1.1; PMI inhibitors: 11%; Insulin prom up: -0.58; Insulin prom up cell count: 702

Results for Cc1cccc(CN2CCCC(C(=O)Nc3ccc(-c4cscn4)cc3)C2)c1 (stereo not given) ?
Large T inhibition: 7%; West Nile virus CPE: -0.4%; RSV CPE inhibition: -0.5%; Salmonella PhoP GFP: 7%

What do the screens show for `Cc1ccc(NC(=O)[C@H](C)NC(=O)C2CCN(C(=O)[C@@H](N)CC(C)C)CC2)cc1`?
Large T inhibition: 8%; West Nile virus CPE: 0.3%; RSV CPE inhibition: -1.7%; Salmonella PhoP GFP: -7%

How did CS(=O)(=O)N1CCN(c2ccc(C(=O)NC34CC5CC(CC(C5)C3)C4)cc2[N+](=O)[O-])CC1 do in these assays?
Large T inhibition: 6%; human PMI inhibitors: 5%; West Nile virus CPE: 0.1%; ER stress rescue: -4.7%; RSV CPE inhibition: 1.1%; Salmonella PhoP GFP: 2%; TNAP activators: 0.9; PMI inhibitors: 21%

How did CCOCC(=O)N1CCCC(C(=O)OCC)C1 (stereo not given) do in these assays?
Large T inhibition: 11%; human PMI inhibitors: 0%; West Nile virus CPE: 1.1%; ER stress rescue: -2.7%; RSV CPE inhibition: 0.7%; Salmonella PhoP GFP: -9%; TNAP activators: 1.1; PMI inhibitors: 2%; Insulin prom up: 0.89; Insulin prom up cell count: 1147

How did O=C(CSc1nncn1-c1ccccn1)Nc1ccccc1Cl do in these assays?
Large T inhibition: 7%; West Nile virus CPE: 0.3%; RSV CPE inhibition: 3.2%; Salmonella PhoP GFP: -1%

Results for CC(=O)Nc1ccc(NC(=O)CC2CCCC2)cc1 ?
Large T inhibition: 25%; West Nile virus CPE: 0.1%; RSV CPE inhibition: 4.7%; Salmonella PhoP GFP: -5%

What do the screens show for `O=c1c2ccccc2n(Cc2ccccc2F)c(=O)n1Cc1ccccc1F`?
Large T inhibition: 3%; human PMI inhibitors: -7%; West Nile virus CPE: 0.2%; ER stress rescue: -0.9%; RSV CPE inhibition: 9.4%; Salmonella PhoP GFP: -19%; TNAP activators: 1.1; PMI inhibitors: -1%; Insulin prom up: -1.5; Insulin prom up cell count: 1404

Results for CN(C)CCN(C(=O)c1ccc(C(=O)c2ccccc2)cc1)c1nc2cc3c(cc2s1)OCO3 ?
Large T inhibition: 6%; West Nile virus CPE: -0.2%; RSV CPE inhibition: 0.9%; Salmonella PhoP GFP: -1%

Results for CCCCCC(=O)N/N=C/c1ccccc1[N+](=O)[O-] ?
Large T inhibition: 2%; human PMI inhibitors: -7%; West Nile virus CPE: -0.9%; ER stress rescue: -0.6%; RSV CPE inhibition: -1.0%; Salmonella PhoP GFP: 4%; TNAP activators: 1; PMI inhibitors: -9%; Insulin prom up: 0.34; Insulin prom up cell count: 1270

What do the screens show for `CNc1cc(Cl)nc(SC)n1`?
Large T inhibition: 5%; human PMI inhibitors: -2%; West Nile virus CPE: -0.1%; ER stress rescue: -1.7%; RSV CPE inhibition: 2.6%; Salmonella PhoP GFP: 0%; TNAP activators: 1.1; PMI inhibitors: 1%; Insulin prom up: 0.86; Insulin prom up cell count: 1540

In the list so far, these contain fluorine.
Results for O=C(CSc1nc(-c2ccccc2)cc(C(F)(F)F)n1)NCCN1CCOCC1 ?
Large T inhibition: -2%; human PMI inhibitors: 4%; West Nile virus CPE: -0.4%; ER stress rescue: -1.0%; RSV CPE inhibition: 0.7%; Salmonella PhoP GFP: 13%; TNAP activators: 1.1; PMI inhibitors: 11%

What do the screens show for `O=c1c2ccccc2n(Cc2ccccc2F)c(=O)n1Cc1ccccc1F`?
Large T inhibition: 3%; human PMI inhibitors: -7%; West Nile virus CPE: 0.2%; ER stress rescue: -0.9%; RSV CPE inhibition: 9.4%; Salmonella PhoP GFP: -19%; TNAP activators: 1.1; PMI inhibitors: -1%; Insulin prom up: -1.5; Insulin prom up cell count: 1404

The list continues.
How did CSc1cccc(NC(=S)N2CCCN(Cc3ccccc3F)C2)c1 do in these assays?
Large T inhibition: 2%; human PMI inhibitors: 12%; West Nile virus CPE: -0.7%; RSV CPE inhibition: -2.1%; Salmonella PhoP GFP: -2%; TNAP activators: 1.1; PMI inhibitors: 11%; Insulin prom up: -1; Insulin prom up cell count: 1261

How did CCCC(=O)Nc1nc(-c2ccccc2)c(CC)s1 do in these assays?
Large T inhibition: 4%; human PMI inhibitors: 0%; West Nile virus CPE: -0.5%; ER stress rescue: -1.0%; RSV CPE inhibition: 15%; Salmonella PhoP GFP: -5%; TNAP activators: 1; PMI inhibitors: 0%; Insulin prom up: -0.45; Insulin prom up cell count: 1346

Results for O=C(Nc1ccccc1)N1CCCc2ccccc21 ?
Large T inhibition: 13%; human PMI inhibitors: -4%; West Nile virus CPE: 0.2%; ER stress rescue: 0.4%; RSV CPE inhibition: 2.6%; Salmonella PhoP GFP: 3%; TNAP activators: 1; PMI inhibitors: -2%; Insulin prom up: -0.09; Insulin prom up cell count: 1109

What do the screens show for `CCc1ccc(NC(=S)NC(=O)c2c(-c3ccccc3Cl)noc2C)cc1`?
Large T inhibition: 9%; West Nile virus CPE: 0.0%; RSV CPE inhibition: 1.3%; Salmonella PhoP GFP: -3%; Insulin prom up: -0.56; Insulin prom up cell count: 991

Results for COc1nc(Oc2ccc(=O)[nH]n2)nc(N2CCOCC2)n1 ?
Large T inhibition: -6%; human PMI inhibitors: 11%; West Nile virus CPE: -0.4%; RSV CPE inhibition: 1.8%; Salmonella PhoP GFP: 0%; TNAP activators: 1.1; PMI inhibitors: 16%; Insulin prom up: -0.95; Insulin prom up cell count: 1224

What do the screens show for `CN(C(=O)c1ccco1)c1nnc(-c2ccc(F)cc2)s1`?
Large T inhibition: 0%; West Nile virus CPE: -0.2%; RSV CPE inhibition: 2.6%; Salmonella PhoP GFP: 5%

What do the screens show for `CN(C)S(=O)(=O)N1CCN(c2ccccc2)CC1`?
Large T inhibition: 1%; human PMI inhibitors: 11%; West Nile virus CPE: 0.1%; ER stress rescue: -0.3%; RSV CPE inhibition: 1.0%; Salmonella PhoP GFP: -4%; TNAP activators: 1.2; PMI inhibitors: 10%; Insulin prom up: 0.99; Insulin prom up cell count: 895

What do the screens show for `O=C(O)COCC(=O)Nc1ccc(Oc2ncnc3cc(Cl)ccc23)nc1`?
Large T inhibition: 21%; West Nile virus CPE: -0.1%; Salmonella PhoP GFP: -9%; Insulin prom up: -0.19; Insulin prom up cell count: 1043

How did O=c1c2ccccc2c(/C=N/n2cnnc2)c(O)n1-c1ccccc1F do in these assays?
Large T inhibition: 17%; human PMI inhibitors: 2%; West Nile virus CPE: 3.2%; ER stress rescue: 0.6%; RSV CPE inhibition: 1.4%; Salmonella PhoP GFP: 9%; TNAP activators: 1.1; PMI inhibitors: -3%; Insulin prom up: -0.16; Insulin prom up cell count: 1128

Results for COc1ccc(-c2nc(NC(=O)CCNC(=O)c3ccco3)sc2C)cc1 ?
Large T inhibition: -6%; human PMI inhibitors: 13%; West Nile virus CPE: -1.6%; ER stress rescue: 2.1%; RSV CPE inhibition: 21%; Salmonella PhoP GFP: 9%; TNAP activators: 1.1; PMI inhibitors: 11%; Insulin prom up: -1.6; Insulin prom up cell count: 1155

How did CC(C)(C)OC(=O)NCCc1n[nH]c(=S)o1 do in these assays?
Large T inhibition: -1%; West Nile virus CPE: 0.4%; RSV CPE inhibition: 3.4%; Salmonella PhoP GFP: -14%; Insulin prom up: 0; Insulin prom up cell count: 1050

How did Cc1ccc(C(C(=O)NC(C)(C)C)N(C(=O)c2csnn2)C2CC2)cc1 (stereo not given) do in these assays?
Large T inhibition: 19%; human PMI inhibitors: 4%; West Nile virus CPE: -1.1%; ER stress rescue: -0.5%; RSV CPE inhibition: 0.4%; Salmonella PhoP GFP: 3%; TNAP activators: 1.1; PMI inhibitors: -7%; Insulin prom up: 0.18; Insulin prom up cell count: 1238

Compound activity (PubChem BioAssay)
